Compound activity (PubChem)
N370S GC mod = inhibitors or activators of N370S glucocerebrosidase for Gaucher disease; N370S GC spleen homogenate, 4MU-glucoside fluorescence; Potency, µM (series often up to 59.4 µM), inactives show at the highest dose activity change, negative = inhibition, usual class: inhibitors; 330,000 compounds, 0.092% hits; P04062;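 further: 0% = full enzyme activity and -100% = no enzyme basal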
FEN1 inh = human FEN1 inhibition | P39748 | Recombinant FEN1 flap cleavage, fluorescence, 15 min | Potency, µM (titrated, usually from 114 µM), without a hit: at the top dose activity change, negative = inhibition, hits mostly inhibitors | 390,000 compounds, 0.35% hits | AID 588795; further: nearly all actives have a fitted effect of over 65% in size
Target sequence (P39748 whole entry, looked up): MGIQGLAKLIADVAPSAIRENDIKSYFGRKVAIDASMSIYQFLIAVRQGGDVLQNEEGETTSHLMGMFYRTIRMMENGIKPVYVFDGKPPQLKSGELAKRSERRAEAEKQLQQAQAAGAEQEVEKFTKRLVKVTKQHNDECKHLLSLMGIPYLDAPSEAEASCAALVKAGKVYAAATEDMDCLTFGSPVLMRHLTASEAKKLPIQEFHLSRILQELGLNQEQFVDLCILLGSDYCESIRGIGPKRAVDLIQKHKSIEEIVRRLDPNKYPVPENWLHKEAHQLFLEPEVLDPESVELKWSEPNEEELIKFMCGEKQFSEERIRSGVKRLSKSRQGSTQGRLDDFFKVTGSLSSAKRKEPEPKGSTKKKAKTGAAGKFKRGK
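Potency values derive from four-parameter Hill fits of normalized qHTS data. The reaction used 10 nM FEN1 preincubated 15 min at room temperature with compound, then 50 nM DNA substrate, read at 0 and 15 min.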
TDP1 block = inhibitors of human tyrosyl-DNA phosphodiesterase TDP1. Q9NUW8. 350,000 compounds, 0.28% hits. AID 485290. recombinant TDP1, AlphaScreen DNA substrate cleavage. Potency, µM (highest dose often 130 µM), for the others: at the highest dose activity change, negative = inhibition, usual class: inhibitors; further: nearly all actives have a fitted effect of over 40% in size
Target sequence (Q9NUW8 whole entry, looked up): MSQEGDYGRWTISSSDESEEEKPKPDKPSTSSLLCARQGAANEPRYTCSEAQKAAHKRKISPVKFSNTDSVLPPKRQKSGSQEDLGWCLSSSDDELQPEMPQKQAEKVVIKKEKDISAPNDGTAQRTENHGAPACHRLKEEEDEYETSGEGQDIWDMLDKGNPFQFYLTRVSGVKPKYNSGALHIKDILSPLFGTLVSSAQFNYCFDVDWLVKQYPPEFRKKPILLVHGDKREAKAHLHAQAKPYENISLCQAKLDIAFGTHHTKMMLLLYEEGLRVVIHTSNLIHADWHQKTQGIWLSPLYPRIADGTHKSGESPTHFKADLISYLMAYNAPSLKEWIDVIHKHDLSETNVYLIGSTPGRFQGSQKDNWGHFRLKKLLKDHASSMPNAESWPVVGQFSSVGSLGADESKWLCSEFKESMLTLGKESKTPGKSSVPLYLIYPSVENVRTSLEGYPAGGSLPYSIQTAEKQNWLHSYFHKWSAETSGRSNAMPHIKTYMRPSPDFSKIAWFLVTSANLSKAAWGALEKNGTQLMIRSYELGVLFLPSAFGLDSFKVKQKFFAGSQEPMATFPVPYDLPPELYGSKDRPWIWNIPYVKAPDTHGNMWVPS
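Recombinant E. coli-expressed Tdp1 (1 nM) preincubated with compound 15 min at RT, then 5'-biotin/3'-phosphotyrosine-FITC DNA substrate (15 nM) added for 5 min. AlphaScreen beads (10 ug/ml) added, 10 min RT; tyrosine-FITC cleavage read as signal loss.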
Numbers without * were called inactive; ? = inconclusive; . = no result given; & = joins results of further samples; [ ] = dose if it differs, or a comment. The call rests on the fitted dose curve; in most records, active means well fitted curve in the direction sought with a large enough effect; inconclusive means small, poorly fitted or top-dose-only effect, or another doubt; inactive means no such curve, though single readings can be large; an effect the other way counts as inactive or inconclusive. Unless noted, on the % scale 0 is the no-effect control and ±100 the full control effect; potency means the concentration at half of the fitted maximal effect. Compounds as they come, and some 0.53% of all compounds hit somewhere here.

SMILES | N370S GC mod | FEN1 inh | TDP1 block
CC(C)c1ccc(S(=O)(=O)N2CCN(C(=O)C3CCCC3)CC2)cc1 | -11% | 2% | .
CC12CCC(C(=O)N3CCC(Cc4ccccc4)CC3)(C(=O)C1=O)C2(C)C (stereo unspecified) | -2% | -5% | 5%
CC(C)C12CN3CC(C(C)C)(CN(C1)C3c1ccc([N+](=O)[O-])o1)C2=O (stereo unspecified) | 8% | 13% | 2%
S=C(N/N=C/c1ccccc1Cl)Nc1ccccc1 | -9% | 2% | 7%
Cc1c(-c2ccccc2)[n+](=O)c2c(n1[O-])CCCCC2 | 3% | -2% | 0%
CSc1ncccc1C(=O)OCC(=O)c1ccc(C)s1 | . | -1% | -1%
CC1=CC(=C(C#N)c2nc3ccccc3s2)C=C(C)N1c1ccc(F)cc1 | 10% | 9% | 0%
CC(=O)NC(Cc1ccccc1C)C(=O)NC1CCN(c2ncccc2[N+](=O)[O-])CC1 (stereo unspecified) | ? | . | 3%
CCNc1nc(Oc2ccc(OC)cc2)cc(C(F)(F)F)n1 | 5% | -30% | -14%
CSCC[C@H](NS(=O)(=O)c1ccc(C)cc1)C(=O)N1CCC(C(=O)N[C@H](C(=O)O)c2ccccc2)CC1 | -13% | 17% | .
COCCC(=O)Nc1c(-c2ccccc2)c2cc(Br)ccc2[nH]c1=O | 0% | -11% | .
CC(C)C[C@@H](CC(=O)N[C@@H](CCC(=O)O)CC(=O)O)NC(=O)[C@@H]1CNCC[C@H]1NC(=O)C[C@@H](NC(=O)C[C@H](Cc1ccccc1)NC(=O)[C@@H]1CNCC[C@H]1N)C(C)C | 5% | . | 2%
O=C(NCCCCc1ccccc1)c1cc([N+](=O)[O-])cc([N+](=O)[O-])c1 | -3% | 8% | .
COC(=O)c1ccc(CN2CCCCC2)cc1 | -13% | 6% | 1%
CCCCNC(=S)Nc1cc([N+](=O)[O-])ccc1C | 5% | -14% | 0%
CCCc1ccc(-c2c(C)sc(NC(=O)c3ccnn3C)c2C#N)cc1 | ? | -8% | 5%
COc1ccc(CCNS(=O)(=O)c2cccs2)cc1 | 2% | 6% | 9%
COC(=O)c1ccc(Sc2nnnn2-c2ccccc2)c([N+](=O)[O-])c1 | 7% | -8% | 9%
CCN1CCN(C(=O)Nc2cccc(C(F)(F)F)c2)CC1 | 1% | 6% | 1%
CC1C(=O)NC(=O)C1c1ccccc1 (stereo unspecified) | 10% | 6% | 7%
CCn1c(CCNC(=O)c2ccc(F)cc2)nc2ccccc21 | 7% | 3% | 8%
COc1ccc(OC)c(C2C(C(=O)c3cc4ccccc4o3)=C(O)C(=O)N2c2cc(C)on2)c1 (stereo unspecified) | 5% | -1% | 7%
CC1CC(C)CN(S(=O)(=O)c2ccc3oc(=O)ccc3c2)C1 (stereo unspecified) | 4% | -13% | 3%
Cc1cc(C)c(NC(=S)NC(=O)c2c(Cl)c(C)nn2C)c([N+](=O)[O-])c1 | -6% | 0% | 0%
O=C1S/C(=C\c2ccc(O)c([N+](=O)[O-])c2)C(=O)N1c1ccccc1Cl | 13% | 3% | 2%
CCOc1ccccc1Nc1nc(-c2ccc(C)cc2)c(CC(=O)O)s1 | . | -2% | 0%
NC(=O)c1ccsc1NC(=O)c1ccc(S(=O)(=O)N2CCCc3ccccc32)cc1 | -21% | -28% | -1%
COc1ccccc1/C=C/C(=O)OCC(=O)NC(=O)NC1CCCC1 | . | -24% | 0%
CCN(CC(=O)Nc1ccc2c(c1)OCCO2)C(=O)CSCC(=O)Nc1ccc(C)cc1 | -5% | 5% | .
COC(=O)c1sc(NC(=S)NC(=O)c2ccccc2Cl)nc1C | -18% | 4% | 5%
CN1CCN(c2nc(-c3ccccc3Cl)nc3ccccc23)CC1 | -4% | 14% | .
Cc1cc(C(F)(F)F)c2c(C)nn(CCc3nn[nH]n3)c2n1 | 3% | -2% | 7%
CCCCC(c1nnnn1C1CCCC1)N1CCN(C(=O)c2ccco2)CC1 (stereo unspecified) | 6% | 1% | 7%
Cc1ccc2c(c1)C(c1ccc(O)cc1)(c1ccc(O)cc1)C(=O)N2C | -15% | -5% | 8%
Oc1c(CN2CCOCC2)ccc2ccccc12 | -10% | 8% | 8%
CN(Cc1ccccc1)S(=O)(=O)c1ccc(Cl)c(C(=O)OCC(N)=O)c1 | 0% | -12% | .
CCCCc1c(O)c2ccccc2[nH]c1=O | ? | 9% | 2%
O=C(CSc1nnc(CNC(=O)c2ccccc2F)o1)NCCc1ccccc1 | 5% | 1% | 3%
Cc1cc(C(=O)NCc2cccs2)no1 | 22% | -15% | 1%
O=C1CC(NC(=O)C(F)(F)F)c2cc3c(cc21)OCO3 (stereo unspecified) | 13% | 10% | 3%
COCc1nnc(NC(=O)C2CCN(C(=O)c3ccco3)CC2)s1 | 2% | 0% | 13%
Cc1cc(C(=O)Nc2ccccc2)oc(=O)c1 | 4% | -10% | 4%
CCC(CC)C(=O)c1c[nH]c(C(=O)NCc2cccs2)c1 | 6% | 21% | 11%
O=C(Nc1ccccc1O)c1cc(S(=O)(=O)N2CCOCC2)c(Cl)cc1Cl | 0% | 0% | 0%
CCCCCCCCCCC/C=C\C/C=C\CCCC(=O)O | -16%&-16% | . | 9%&7%
O=C(O)CN1C(=O)C(=O)N(Cc2c(F)cccc2Cl)C1=O | -4% | 15% | .
CCOc1ccc(NC(=O)Cn2c(=O)c(CNc3ccccc3)cc3cc4c(cc32)OCCO4)cc1 | . | -8% | -6%
CCn1c(SCC(=O)N/N=C/C=C/c2ccccc2[N+](=O)[O-])nnc1-c1ccc(Cl)cc1 | 5% | . | 2%
CC1Cc2ccccc2N1S(=O)(=O)c1nnc(NC(=O)c2ccccc2)s1 (stereo unspecified) | . | -2% | -1%
O=C(Nc1ccccc1)c1ccccc1OCc1ccc(F)cc1 | -3% | -5% | .
The list goes on:
SMILES | N370S GC mod | FEN1 inh | TDP1 block
c1ccc(CNc2nc(NCc3ccccc3)c3ccccc3n2)cc1 | ? | -12% | 9%
COC(=O)CSc1nnc(CNC(=O)c2cc(OC)c(OC)c(OC)c2)n1C | 15% | 9% | -1%
O=C(COc1cccc2c1CCNC2=O)Nc1cccc(F)c1 | -8% | 10% | .
CCn1c(N2CCN(C(=O)Nc3ccc(F)cc3)CC2)nc2ccccc21 | 8% | -9% | -2%
CCCS(=O)(=O)Nc1cccc(-c2ccc3nnc(C)n3n2)c1 | 6% | -5% | 3%
CC(NC(=O)COC(=O)C1CCCCC1)c1ccccc1 (stereo unspecified) | . | 1% | 1%
COc1cc(-c2cc(-c3ccc(F)cc3)nc(N)c2C#N)ccc1O | -5% | 1% | ?
Cc1cccc(NC(=O)C2C3C=CC4(O3)C2C(=O)N(CCCN2CCCC2)C4C(=O)NC2CCCC(C)C2C)c1 (stereo unspecified) | -5% | 2% | 3%
CCc1cc(C(=O)NC2CCCc3c2cnn3-c2cccc(C)c2C)n(C)n1 (stereo unspecified) | -6% | -7% | 3%[56.1 µM]
COc1ccc(-c2csc(CCn3nc(C)cc3C)n2)cc1OC | 4% | 15% | 5%
COc1ccc(NC(=S)NCC2CCCO2)c(OC)c1 (stereo unspecified) | 5% | -1% | 5%
CC(C)NC(=O)CN1CCC(c2ccccc2)C(O)C1 (stereo unspecified) | -1% | 20% | 3%
Cc1nn(S(=O)(=O)c2ccc(Br)cc2)c(C)c1S(=O)(=O)N1CCOCC1 | 4% | 2% | 0%
Cc1ccc(-c2nnc(Nc3ccc(C(=O)N(C)C)cc3)c3ccccc23)cc1S(=O)(=O)NC(C)(C)CO | -15% | 0% | 4%
O=C1OC(c2cccs2)=N/C1=C\c1ccc(-c2cccc(Cl)c2)o1 | 5% | -1% | 4%
O=C(CC1C(=O)N(c2ccccc2)C(=O)N1Cc1ccco1)Nc1ccccc1 (stereo unspecified) | -5% | 1% | 1%
COc1ccc(N2CCN(C(=O)CN3C(=O)CSc4c3c(C)nn4-c3ccccc3)CC2)cc1 | . | 12% | 5%
Cc1c(C(C)C)c(=O)n(-c2ccc(S(=O)(=O)NCc3ccccc3)cc2)n1C | 24% | 2% | 8%
CS[C@@H]1SC[C@H]2C(=O)N(C)C(C(C)C)C(=O)OC[C@@H](NC(=O)c3cnc4ccccc4n3)C(=O)N[C@@H](C)C(=O)N(C)[C@H]1C(=O)N(C)C(C(C)C)C(=O)OC[C@@H](NC(=O)c1cnc3ccccc3n1)C(=O)N[C@@H](C)C(=O)N2C (stereo partly specified) | 3% | . | 9%
COc1cccc(NC(=O)CN2C(=O)COc3ccc(S(=O)(=O)N4CCCCCC4)cc32)c1 | -3% | -3%&-22% | 5%&0%

Laid out differently: three of the compounds above
> CS[C@@H]1SC[C@H]2C(=O)N(C)C(C(C)C)C(=O)OC[C@@H](NC(=O)c3cnc4ccccc4n3)C(=O)N[C@@H](C)C(=O)N(C)[C@H]1C(=O)N(C)C(C(C)C)C(=O)OC[C@@H](NC(=O)c1cnc3ccccc3n1)C(=O)N[C@@H](C)C(=O)N2C (stereo partly specified)
- N370S GC mod: 3%
- FEN1 inh: .
- TDP1 block: 9%
> COc1cccc(NC(=O)CN2C(=O)COc3ccc(S(=O)(=O)N4CCCCCC4)cc32)c1
- N370S GC mod: -3%
- FEN1 inh: -3%&-22%
- TDP1 block: 5%&0%
> COc1ccc(N2CCN(C(=O)CN3C(=O)CSc4c3c(C)nn4-c3ccccc3)CC2)cc1
- N370S GC mod: .
- FEN1 inh: 12%
- TDP1 block: 5%

(further entries)
SMILES | N370S GC mod | FEN1 inh | TDP1 block
CCn1c(N)[n+](CC(=O)Nc2ccc(SC(F)F)cc2)c2ccccc21 | -14% | -5% | 6%
O=C(Nc1ccc(F)cc1F)c1cc2nc3c(c(C(F)(F)F)n2n1)CCCC3 | 9% | 1% | 0%
COc1ccc(NC(=O)CSc2ccc3c(c2)OCCO3)cc1OC | 5% | -3% | 3%
CCCCc1nc(N2CCN(C(=O)c3ccco3)CC2)c(C#N)c2c1CCCC2 | ? | -6% | 10%
COc1cccc(OCCN2CCN(c3ncnc4c3cnn4-c3ccccc3)CC2)c1 | 5% | -19% | 0%
CCN1CCCC1CN(Cc1cc2ccc(C)cc2[nH]c1=O)C(=S)Nc1ccc(OC)cc1 (stereo unspecified) | 11% | 5% | 3%
C=CCN(C)NC(=S)Nc1ccccc1 | -8% | -4% | 3%
CC(=O)c1ccc(S(=O)(=O)N(CCCO)Cc2cc3cc(C)ccc3[nH]c2=O)cc1 | -14% | -12% | -3%
CCOc1ccc(S(=O)(=O)N(C)CC(=O)NCc2ccco2)cc1 | -6% | 5% | 0%
CC1CC(C)(C)NC(=O)O1 (stereo unspecified) | 3% | 3% | 3%
OC(c1ccccc1)c1cccnc1 (stereo unspecified) | -11% | -1% | 0%
CC(=O)OCC(CCn1cnc2cnc(N)nc21)COC(C)=O | 0%&0% | . | 12%[56.1 µM]
NC1=NN(c2cccc(C(=O)O)c2)C(=O)C1 | 9% | -19% | 0%
CCCOc1ccc(N2C(=O)CC(NCCNc3ccc(S(=O)(=O)CC)cc3)C2=O)cc1 (stereo unspecified) | 2% | 5% | 0%
N/C(=N\OC(=O)CCCc1ccccc1)c1ccccc1 | -3% | 12% | 56µM*
COc1cc(S(=O)(=O)N2CCC(c3nc4ccccc4s3)CC2)ccc1S(=O)(=O)NC1CCCC1 | 17% | 0% | 0%
CCOC(=O)Cc1csc(NC(=O)/C=C/c2ccco2)n1 | -14% | 14% | -4%
CCOCCCNC(=O)c1cc2sc(Cl)cc2n1CC | -1% | -4% | -1%

In the list so far, these have fluorine.
SMILES | N370S GC mod | FEN1 inh | TDP1 block
CC1=CC(=C(C#N)c2nc3ccccc3s2)C=C(C)N1c1ccc(F)cc1 | 10% | 9% | 0%
CCNc1nc(Oc2ccc(OC)cc2)cc(C(F)(F)F)n1 | 5% | -30% | -14%
CCN1CCN(C(=O)Nc2cccc(C(F)(F)F)c2)CC1 | 1% | 6% | 1%
CCn1c(CCNC(=O)c2ccc(F)cc2)nc2ccccc21 | 7% | 3% | 8%
Cc1cc(C(F)(F)F)c2c(C)nn(CCc3nn[nH]n3)c2n1 | 3% | -2% | 7%
O=C(CSc1nnc(CNC(=O)c2ccccc2F)o1)NCCc1ccccc1 | 5% | 1% | 3%
O=C1CC(NC(=O)C(F)(F)F)c2cc3c(cc21)OCO3 (stereo unspecified) | 13% | 10% | 3%
O=C(O)CN1C(=O)C(=O)N(Cc2c(F)cccc2Cl)C1=O | -4% | 15% | .
O=C(Nc1ccccc1)c1ccccc1OCc1ccc(F)cc1 | -3% | -5% | .
O=C(COc1cccc2c1CCNC2=O)Nc1cccc(F)c1 | -8% | 10% | .
CCn1c(N2CCN(C(=O)Nc3ccc(F)cc3)CC2)nc2ccccc21 | 8% | -9% | -2%
COc1cc(-c2cc(-c3ccc(F)cc3)nc(N)c2C#N)ccc1O | -5% | 1% | ?
CCn1c(N)[n+](CC(=O)Nc2ccc(SC(F)F)cc2)c2ccccc21 | -14% | -5% | 6%
O=C(Nc1ccc(F)cc1F)c1cc2nc3c(c(C(F)(F)F)n2n1)CCCC3 | 9% | 1% | 0%
